# Nrf2 block: Nrf2 pathway inhibition; 360,000 tested, 2.1% active; Potency, µM (doses to about 46 µM), for inactives: top-dose activity change, negative = inhibition, hits mostly inhibitors; A549 ARE-Fluc reporter, luciferase luminescence, 18-24 h; also: % is scaled to controls: 0 for no effect and ±100 for the full control effect; nearly all actives have a fitted effect of over 60% in size
#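 In this cell-based qHTS, ARE-driven firefly luciferase in A549 cells reports Nrf2 activity; the luminescent signal after BugLite lysis is the measured value, with a prior CellTiter-Fluor read for cell health.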
# HepG2 viability: HepG2 cytotoxicity, counter-screen for TGF-b inhibitors. HepG2 CAGA-GFP viability, ATP luminescence, 18 h. Potency, µM (titrated, usually from 46.1 µM), for inactives: at the highest dose activity change, negative = cytotoxicity, most hits filed as cytotoxic. 410,000 tested, 0.76% active. AID 588856; also: some results filed as inactive show a strong effect at the top dose
#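 CellTiter-Glo luminescence gave cytotoxicity after 18 hours at 37 degrees C. The cells were HepG2 CAGA-GFP in 1% FBS DMEM, stimulated with 500 pg/mL TGF-beta after compound addition. %Activity was normalised to no-cell wells (complete cell-killing) and DMSO (no toxicity), and curves were fitted and classified.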
# Nrf2 ARE act: activates Nrf2 signaling | AREc32 ARE-luciferase reporter (MCF7-derived line), luminescence, 24 h | Potency, µM (top dose mostly 46.1 µM), for inactives: at the top dose activation, hits mostly activators | 410,000 tested, 0.31% active; also: % of control where 0% means no effect; nearly all actives have a fitted effect of over 65% in size
#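 AREc32 cells carrying an ARE-driven firefly luciferase, 1000 cells/well in OPTI-MEM with 5% FBS, dosed after overnight attachment and incubated 24 hr at 37 deg C. Steady-Glo luminescence read after 30 min at RT.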
# ATXN viability: cell viability loss in ATXN counter-screen; S2 cells (HEK-293 line with an ATXN2-luciferase reporter) viability, CellTiter-Fluor protease fluorescence, 24 h; Potency, µM (titrated, usually from 56.7 µM), hits mostly cytotoxic; 400,000 tested, 0.49% active; also: nearly all actives have a fitted effect of over 40% in size
# ATXN2 expr inh: inhibitors of ATXN2 expression | HEK-293 ATXN2-luciferase reporter, luminescence, 24 h | Potency, µM (top dose mostly 57 µM), for the others: at the top dose activity change, negative = inhibition, most hits filed as inhibitors | 360,000 tested, 0.72% active | AID 1745845; also: % is scaled to controls: 0 for no effect and ±100 for the full control effect; nearly all actives have a fitted effect of over 55% in size
#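 qHTS (up to 57 uM final) was run with 24 h compound exposure of reporter cells at 37 °C. Each well was multiplexed: SteadyGlo luminescence measured ATXN2-luciferase expression after a fluorogenic Gly-Phe-AFC viability readout (25 uM final).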
# A549 viability: counter-screen for Nrf2 inhibitors: cytotoxicity in A549 cells | A549 ARE-Fluc cells, CellTiter-Fluor viability, 18-24 h | Potency, µM (highest dose often 46 µM), for inactives: at the highest dose activity change, negative = cytotoxicity, actives largely listed as inhibitors | 390,000 tested, 0.16% active; also: % is scaled to controls: 0 for no effect and ±100 for the full control effect
#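 Cytotoxicity counterscreen: CellTiter-Fluor fluorescence was measured in A549 ARE_Fluc cells after 18-24 h of compound exposure in a concentration series. The subsequent BugLite luminescent read reports ARE-luciferase activity.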
# EPAC2 antag: EPAC2 (human) antagonism; EPAC2 GEF exchange of Rap1B-BODIPY-GDP, fluorescence; Q8WZA2; 360,000 tested, 0.18% active; Potency, µM (titrated, usually from 114 µM), for inactives: at the top dose activity, negative = inhibition, most hits filed as inhibitors; also: % is scaled to controls: 0 for no effect and ±100 for the full control effect; nearly all actives have a fitted effect of over 45% in size; many of its hits are not listed in these tables
# Target sequence (Q8WZA2 whole entry, looked up): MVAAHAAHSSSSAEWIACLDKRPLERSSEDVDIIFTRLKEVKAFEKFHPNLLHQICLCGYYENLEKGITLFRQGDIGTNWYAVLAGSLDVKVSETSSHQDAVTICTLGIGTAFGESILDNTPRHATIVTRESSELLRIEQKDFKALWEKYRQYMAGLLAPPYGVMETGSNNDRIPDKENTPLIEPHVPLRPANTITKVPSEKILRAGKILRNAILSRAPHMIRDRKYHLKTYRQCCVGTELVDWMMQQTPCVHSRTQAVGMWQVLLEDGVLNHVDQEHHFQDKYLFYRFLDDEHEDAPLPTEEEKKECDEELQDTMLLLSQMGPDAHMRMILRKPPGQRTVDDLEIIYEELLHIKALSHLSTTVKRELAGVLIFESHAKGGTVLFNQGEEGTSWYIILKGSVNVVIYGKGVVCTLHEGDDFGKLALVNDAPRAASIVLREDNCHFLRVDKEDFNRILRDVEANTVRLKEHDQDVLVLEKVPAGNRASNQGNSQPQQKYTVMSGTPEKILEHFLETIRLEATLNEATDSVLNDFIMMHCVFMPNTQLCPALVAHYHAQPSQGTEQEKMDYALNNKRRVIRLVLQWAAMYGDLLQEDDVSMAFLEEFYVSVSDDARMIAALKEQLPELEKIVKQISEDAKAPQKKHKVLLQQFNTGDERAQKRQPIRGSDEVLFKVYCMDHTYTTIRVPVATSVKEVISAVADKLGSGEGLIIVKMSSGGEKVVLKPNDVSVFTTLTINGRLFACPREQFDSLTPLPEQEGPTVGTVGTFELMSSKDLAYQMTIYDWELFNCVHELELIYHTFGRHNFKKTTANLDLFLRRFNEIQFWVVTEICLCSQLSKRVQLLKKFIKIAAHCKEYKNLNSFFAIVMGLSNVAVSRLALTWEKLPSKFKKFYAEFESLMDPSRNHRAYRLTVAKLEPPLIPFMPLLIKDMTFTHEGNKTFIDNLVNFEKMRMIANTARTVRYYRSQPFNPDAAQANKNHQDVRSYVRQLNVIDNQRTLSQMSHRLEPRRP
# MCF10A rereplic: DNA re-replication induction in MCF 10a cells; MCF 10A DNA re-replication, Hoechst nuclear intensity, 48 h; 350,000 tested, 2.9% active; Potency, µM (doses to about 46.1 µM), for inactives: at the top dose activity, positive = re-replication, usual class: activators; also: % of control where 0% means no effect; nearly all actives have a fitted effect of over 50% in size
# TGFb inhibitor: blocks TGF-b signaling; Potency, µM (top dose mostly 46.1 µM), for the others: at the top dose activity, negative = inhibition, usual class: inhibitors; AID 588855; HepG2 CAGA-GFP TGF-b/SMAD3 reporter, GFP fluorescence, 18 h; TGF-beta stimulated, 500 pg/mL final; 410,000 tested, 1.2% active; also: % is scaled to controls: 0 for no effect and ±100 for the full control effect; nearly all actives have a fitted effect of over 65% in size
#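 GFP signal (ex488/em500-530) from TGF-beta-stimulated HEPG2 CAGA-GFP cells, 500 pg/mL final, 18 h at 37 degrees C in DMEM plus 1% FBS, normalized to unstimulated and DMSO-stimulated controls.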
# * hit, by the source's call; i = inactive; ? = inconclusive; / = not tested or not shown; [ ] = another dose, or the depositor's remark. Calls follow the shape of the dose curve; as a rule, active = well fitted curve in the direction sought with a large enough effect; inconclusive = small, poorly fitted or top-dose-only effect, or another doubt; inactive = no such curve, though single readings can be large; an effect the other way counts as inactive or inconclusive. Potency is read from the fitted curve at half-maximal effect.
# Fields – Nrf2 block	HepG2 viability	Nrf2 ARE act	ATXN viability	ATXN2 expr inh	A549 viability	EPAC2 antag	MCF10A rereplic	TGFb inhibitor
1: COc1ccc(CCn2c(=N)c(C(=O)NCC3CCCO3)cc3c(=O)n4cccc(C)c4nc32)cc1OC (stereo not drawn)
→ ?	-1%	2.4%	i	?	-11%	1%	?	1%
2: COc1ccc(CNc2nc(-c3ccco3)nn2C(=O)c2ccccc2Cl)cc1
→ ?	-2%	0.4%	/	/	1%	/	/	/
3: CC(=O)Nc1ccc(NC(=O)C(C)Sc2n[nH]c(-c3ccc(C)cc3)n2)cc1 (stereo not drawn)
→ -6%	4%	3.2%	i	19%	-3%	-5%	-8%	8%
4: O=C(NCCCN1CCCC1=O)c1cccc(S(=O)(=O)N2CCN(c3ccccc3)CC2)c1
→ ?	4%	-0.1%	i	0%	1%	1%	1%	2%
5: COc1ccccc1CNC(=O)C(NC(=O)c1ccc(C)cc1)C(C)C (stereo not drawn)
→ -12%	-14%	0.2%	i	/	3%	-3%	-5%	-9%
6: CCN(c1ccc(NC(=O)COC(=O)CCc2cc(OC)c(OC)c(OC)c2)cc1)C(C)C
→ 15%	-1%	-0.3%	i	/	11%	-11%	20%	0%
7: COc1ccc(S(=O)(=O)N(CC(=O)NCCSc2ccccn2)c2ccccc2)cc1
→ -36%	3%	0.1%	i	0%	-7%	-3%	-1%	-17%
8: COc1ncnc2c1ncn2CCCN(C)CCc1ccccn1
→ /	-5%	-1.5%	i	4%	/	2%	/	6%
9: CCn1c(=O)c2cc(C(=O)NCC(OC)OC)sc2c2ccccc21
→ ?	-3%	0.0%	i	-7%	9%	3%	10%	0%
10: COc1ccc(S(=O)(=O)N2CCC(C(=O)N3CCN(c4ccccc4OC)CC3)CC2)cc1
→ -13%	-17%	-0.1%	i	-4%	-3%	-2%	-2%	-20%
11: Cc1ccc([C@H]2N[C@]3(CCCN(Cc4cccn4C)C3=O)[C@H]3C(=O)N(Cc4ccccc4)C(=O)[C@@H]23)cc1
→ /	-27%	0.4%	i	-10%	/	1%	/	-29%
12: Cc1ccc(NC(=O)C2CCN(S(=O)(=O)c3c(C)noc3/C=C/N(C)C)CC2)cc1
→ -11%	-11%	-0.9%	i	-16%	7%	-6%	?	16%
13: CC(=O)N(C)c1nc(-c2ccc(Cl)cc2)cs1
→ 6%	0%	2.1%	i	1%	0%	-11%	?	-5%
14: Cc1c(CN2CCC(n3nccc3NC(=O)CCc3ccccc3)CC2)cnn1C
→ 0%	8%	0.3%	i	-14%	4%	-2%	10%	-21%
15: COC(=O)c1cc(=O)n(-c2ccc(C(F)(F)F)cc2)[nH]1
→ 10%	-12%	-0.5%	i	0%	1%	-2%	?	?
16: C=CCN(C(=O)c1csnn1)C(C(=O)NC1CCCCC1)c1ccccc1 (stereo not drawn)
→ -22%	-10%	0.0%	i	4%	-24%	8%	-7%	16%
17: Cc1ccc(C(NC(=O)Cc2cccs2)C(=O)Nc2ccc(C(C)C)cc2)cc1 (stereo not drawn)
→ 7%[9.27 µM]	5%	0.1%	i	12%	15%	/	/	3%
18: CCn1cc(C(=O)NCc2ccccc2OC)c(=O)c2ccc(C)nc21
→ -8%	28%	0.6%	i	-3%	-4%	9%	-2%	-20%
19: CC(C)CNc1ncnc2onc(-c3ccc(Cl)cc3)c12
→ -8%	0%	0.0%	i	1%	1%	/	/	4%
20: Cc1ccc(OCc2ccc(C(=O)NCC3CCCO3)cc2)cc1 (stereo not drawn)
→ ?	-13%	6.2%	?	/	12%	6%	1%	-7%

# Full records from above. Screens in order: Nrf2 block, HepG2 viability, Nrf2 ARE act, ATXN viability, ATXN2 expr inh, A549 viability, EPAC2 antag, MCF10A rereplic, TGFb inhibitor
# COc1ccc(CNc2nc(-c3ccco3)nn2C(=O)c2ccccc2Cl)cc1 in the list: ?, -2%, 0.4%, /, /, 1%, /, /, /
# CCn1c(=O)c2cc(C(=O)NCC(OC)OC)sc2c2ccccc21 in the list: ?, -3%, 0.0%, i, -7%, 9%, 3%, 10%, 0%
# COc1ccc(S(=O)(=O)N(CC(=O)NCCSc2ccccn2)c2ccccc2)cc1 in the list: -36%, 3%, 0.1%, i, 0%, -7%, -3%, -1%, -17%
# COc1ccc(CCn2c(=N)c(C(=O)NCC3CCCO3)cc3c(=O)n4cccc(C)c4nc32)cc1OC (stereo not drawn) in the list: ?, -1%, 2.4%, i, ?, -11%, 1%, ?, 1%
# Cc1ccc(C(NC(=O)Cc2cccs2)C(=O)Nc2ccc(C(C)C)cc2)cc1 (stereo not drawn) in the list: 7%[9.27 µM], 5%, 0.1%, i, 12%, 15%, /, /, 3%

# Next part:
# Fields – Nrf2 block	HepG2 viability	Nrf2 ARE act	ATXN viability	ATXN2 expr inh	A549 viability	EPAC2 antag	MCF10A rereplic	TGFb inhibitor
21: CCc1ccc(N2C(=O)C3C(C2=O)N2CCCN2C3c2ccccc2)cc1 (stereo not drawn)
→ 1%	25%	0.5%	i	-25%	6%	-2%	1%	0%
22: CC(C)(C)c1ccccc1NC(=S)NC1CCCCC1
→ -6%	-8%	0.0%	i	-7%	0%	-5%	-4%	-12%
23: Cc1ccc(C(=O)OCC(=O)Nc2ccc(N(C)C)cc2)cc1NC(=O)c1ccco1
→ -21%	0%	-0.7%	i	0%	-17%	10%	0%	1%
24: Cc1ccc(C(=O)N(C)CCOc2ccccc2)cc1S(=O)(=O)N1CCOCC1
→ -13%	3%	-0.9%	i	-28%	-2%	19%	-3%	-4%
25: COc1ccc(NC(=O)c2cc(S(=O)(=O)N3CCOCC3)ccc2N2CCOCC2)cc1
→ -7%	-6%	-0.2%	?	6%	?	1%	10%	9%
26: c1ccc(Oc2cccc(NC3=NCCC3)c2)cc1
→ -5%	-13%	2.8%	i	-7%	3%	-1%	9%	16%
27: COc1ccc([C@H]2CC(=O)C=C(c3ccccc3Oc3ccccc3)C2)cc1
→ -8%	-10%	3.8%	i	4%	-5%	?	22%	-4%
28: CCOC(=O)/C(=N\Nc1cc(Cl)ccc1Cl)N1CC(C)OC(C)C1 (stereo not drawn)
→ 0%	-10%	4.2%	i	/	-2%	-15%	7%	-1%
29: O=C(C[C@H]1C[C@@H]2c3cc(NC(=O)Nc4ccccc4)ccc3O[C@@H]2[C@@H](CO)O1)NCC1CC1
→ /	-3%	-0.3%	i	10%	/	-13%	/	17%
30: COc1ccc2[nH]c(=O)c(CN(C(=O)C3CCCO3)c3ccc(C)cc3)cc2c1 (stereo not drawn)
→ /	-1%	-0.1%	i	1%	-12%	0%	-4%	-22%

# Grouped by structure, the entries above containing a Cl atom
# Fields – Nrf2 block	HepG2 viability	Nrf2 ARE act	ATXN viability	ATXN2 expr inh	A549 viability	EPAC2 antag	MCF10A rereplic	TGFb inhibitor
2: COc1ccc(CNc2nc(-c3ccco3)nn2C(=O)c2ccccc2Cl)cc1
→ ?	-2%	0.4%	/	/	1%	/	/	/
13: CC(=O)N(C)c1nc(-c2ccc(Cl)cc2)cs1
→ 6%	0%	2.1%	i	1%	0%	-11%	?	-5%
19: CC(C)CNc1ncnc2onc(-c3ccc(Cl)cc3)c12
→ -8%	0%	0.0%	i	1%	1%	/	/	4%
28: CCOC(=O)/C(=N\Nc1cc(Cl)ccc1Cl)N1CC(C)OC(C)C1 (stereo not drawn)
→ 0%	-10%	4.2%	i	/	-2%	-15%	7%	-1%

# (further entries)
# Fields – Nrf2 block	HepG2 viability	Nrf2 ARE act	ATXN viability	ATXN2 expr inh	A549 viability	EPAC2 antag	MCF10A rereplic	TGFb inhibitor
31: C=CCn1c(SCc2ccccc2)nc2c1c(=O)[nH]c(=O)n2C
→ -2%	-17%	2.9%	i	/	2%	-5%	4%	17%
32: CCN(CC(=O)Nc1c(F)cccc1F)C(=O)c1ccc(OCc2c(C)noc2C)cc1
→ 2%	-2%	-0.6%	i	6%	-4%	5%	2%	12%
33: COc1ccc(/C=N/N(C)C2=NS(=O)(=O)c3ccccc32)cc1OC
→ -2%	-4%	-0.2%	i	2%	6%	1%	?	13%
34: CC(=O)Nc1cc2oc3ccccc3c2cc1[N+](=O)[O-]
→ ?	-29%	?	i	19%	2%	11%	1%	4%
35: Cc1sc2c(c1C)CN(Cc1ccncc1)CN2C(=O)c1ccco1
→ ?	-56%	?	i	29%	15%	1%	13%	-8%
36: O=C(c1ccco1)c1nc2c(n1O)CCCCC2
→ /	-7%	0.8%	?	-12%	-9%	7%	-1%	-5%
37: CN1C(C)(C)CC(=NOC(=O)c2ccccc2)CC1(C)C
→ 2%	0%	-0.8%	?	1%	0%	6%	0%	-7%
38: COc1ccc(F)cc1S(=O)(=O)N1CCN(Cc2ccc3c(c2)OCO3)CC1
→ /	-7%	-0.6%	i	-5%	0%	-5%	3%	-15%
39: O=C(CCNS(=O)(=O)c1ccccc1C(F)(F)F)Nc1ccncc1
→ -16%	-2%	0.0%	i	-5%	-9%	3%	-5%	-2%
40: Cc1sc2nc(SCC(=O)Nc3cccc(C(=O)O)c3)[nH]c(=O)c2c1C
→ 20%	0%	-0.4%	i	1%	4%	3%	-2%	0%
41: Cc1onc(-c2ccccc2Cl)c1C(=O)N1CCN(c2cccc(Cl)c2)CC1
→ ?	12%	-1.2%	?	-15%	-12%	-10%	?	-6%

# Screens as filed in PubChem.

# Some of the compounds tested; the hit share may differ from the screen's.
